Screens (PubChem BioAssay)
GALR2 blocker – antagonists of human galanin receptor 2 (GALR2); O43603; GALR2-expressing cells, antagonist mode; inhibition, % at 4 µM; hit rate 0.39% among 140,000; in the data active means inhibition above about 27%;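 further: cells stimulated with galanin 1-16 at roughly its EC80; 0% = agonist challenge control and 100% = basal control without agonist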
Target sequence (O43603 whole entry, looked up): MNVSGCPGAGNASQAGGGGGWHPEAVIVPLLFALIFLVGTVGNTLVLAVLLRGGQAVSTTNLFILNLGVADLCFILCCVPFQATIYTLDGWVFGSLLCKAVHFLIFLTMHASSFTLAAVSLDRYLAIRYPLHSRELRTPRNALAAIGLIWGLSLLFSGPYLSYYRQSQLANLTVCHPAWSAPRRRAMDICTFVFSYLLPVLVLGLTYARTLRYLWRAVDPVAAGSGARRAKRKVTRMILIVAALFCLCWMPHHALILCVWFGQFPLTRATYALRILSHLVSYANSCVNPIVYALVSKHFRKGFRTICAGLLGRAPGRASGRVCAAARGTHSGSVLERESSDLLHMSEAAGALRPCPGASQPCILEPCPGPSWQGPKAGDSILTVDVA
Measles CPE – protection of cells from measles virus; Measles virus-infected cells, CPE protection, absorbance; protection (pct of control), % at 4 µM; hit rate 1.5% among 140,000; AID 841; in the data active means protection mostly above about 24%, no sharp cut-off; inactive means mostly below about 26%; further: some compounds called inactive have numbers as strong as hits
HCT116 bCat-KO – beta-catenin-lacking colon tumor cell growth suppression; HCT116 beta-catenin knockout viability, CellTiter-Glo, 60 h; hits give low values; viability, % at 10 µM; hit rate 1.5% among 140,000;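 active means viability at or under a set limit, the compound median less 4 SD, cut at about 6% in these data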;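 further: 0% = Hyamine 1622 control at 20 µM and 100% = untreated cell control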
BB579 growth dn – chemicals that inhibit yeast BB579 growth in restrictive medium (lifespan-shortening candidates); S. cerevisiae BB579 growth, OD615, 48 h; inhibition, % at 10 µM; hit rate 0.51% among 140,000; AID 804;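 active means inhibition above a set limit, 3 SD over the mean compound inhibition, cut at about 44% in these data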; further: inactives centre near -24
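Assay system: S. cerevisiae DeaD strain BB579 yeast. Medium: CSMM-D restrictive synthetic medium containing dextrose (glucose). Times: 4 h cell preincubation, 48 h compound exposure, 30 °C humidified. Signal: OD615 turbidity measurement. Benchmarks: positive control amphotericin B 10 µg/mL.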
HCT116 PTEN-null – suppresses growth of cells with PTEN deletion; hit rate 1.2% among 140,000; HCT116 PTEN-null viability, CellTiter-Glo, 60 h; hits give low values; viability, % at 10 µM;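 active means viability at or below a set limit, 4 SD under the median of all tested compounds, cut at about 3.7% in these data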;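 further: PTEN knockout HCT116 line with beta catenin targeted HCT116 as companion control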
MRP1 act – activates MRP-1; H69AR cells + doxorubicin, viability rescue, CellTiter-Glo; viability increase, % at 10 µM; hit rate 0.61% among 140,000;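 active means viability gain under doxorubicin at or above a set limit, the compound median plus 3 SD, cut at about 4.7% in these data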;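 further: MRP-1 overexpressing cells given doxorubicin 25 µM after compound pretreatment; 18-22 h compound pretreatment then 72 h with doxorubicin before readout; 0% = doxorubicin-only wells and 100% = vehicle-treated cells without doxorubicin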
NPY-Y2 antag – NPY-Y2 (human) receptor antagonism | P49146 | NPY-Y2 expressing cells, antagonist mode | inhibition, % at 2.7 µM | hit rate 0.99% among 140,000 | AID 793; in the data active means inhibition above about 17%;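 further: 0% = vehicle with agonist challenge and 100% = reference antagonist with challenge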
Target sequence (P49146 whole entry, looked up): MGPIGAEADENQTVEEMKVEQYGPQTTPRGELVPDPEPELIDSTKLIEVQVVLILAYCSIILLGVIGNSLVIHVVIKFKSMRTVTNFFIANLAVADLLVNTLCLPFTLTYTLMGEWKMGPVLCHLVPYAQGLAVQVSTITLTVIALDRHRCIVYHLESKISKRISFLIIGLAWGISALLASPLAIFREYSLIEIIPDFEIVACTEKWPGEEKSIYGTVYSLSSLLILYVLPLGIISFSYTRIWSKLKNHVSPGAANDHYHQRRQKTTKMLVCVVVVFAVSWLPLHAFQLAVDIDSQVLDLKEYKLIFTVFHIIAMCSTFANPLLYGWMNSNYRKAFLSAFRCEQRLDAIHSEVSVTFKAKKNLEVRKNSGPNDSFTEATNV
Phagocyt inh – inhibitors of macrophage phagocytosis; J774A.1 macrophage IgG-bead phagocytosis, imaging; inhibition, % at 5 µM; hit rate 0.07% among 110,000; AID 1029;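 active means inhibition above the mean of the plate negative controls plus 5 SD, cut at about 13% in these data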;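 further: phagocytic index as fraction of beads internalized from green versus red external bead signal; plate controls were DMSO negative control for no effect and cytochalasin-D positive control for full effect; some results beyond the cut were filed as inactive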
E-sel TNF inh – TNF alpha driven E-selectin expression inhibition; inhibition, % at 2 µM; hit rate 0.71% among 120,000; AID 1246; HUVEC TNFa-induced E-selectin immunofluorescence, high content;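 active means inhibition above the batch mean plus 3 SD, and confirmed as a hit on visual image review, cut at about 43% in these data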;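 further: 0% = TNF-stimulated DMSO wells and 100% = unstimulated control wells; not every result past the cut was called active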
Yeast lifespan up – yeast lifespan extension. S. cerevisiae growth with nicotinamide, OD615; deaD strain in restrictive glucose medium. inhibition of the nicotinamide effect, % at 10 µM. hit rate 0.68% among 130,000;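 active means inhibition above a set limit, placed 3 SD over the median of all compounds, cut at about 26% in these data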;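 further: 0% = nicotinamide-treated wells and 100% = cells grown without nicotinamide; some compounds called inactive have numbers as strong as hits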
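System: DeaD-strain S. cerevisiae / Buffer or medium: CSMM-D, restrictive glucose (dextrose) synthetic minimal medium / Probe or stimulus: nicotinamide, 1.5 mM, co-present with compound / Compound: one concentration, 10 µM, DMSO 0.25% / Incubation: 48 h compound exposure at 30 °C, humidified / Technique: optical density (absorbance) at 615 nm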
Active calls of the source: *; . = not tested or not shown.

Molecule	E-sel TNF inh	HCT116 bCat-KO	HCT116 PTEN-null	GALR2 blocker	Yeast lifespan up	NPY-Y2 antag	Measles CPE	BB579 growth dn	MRP1 act	Phagocyt inh
Cc1ccc(NS(=O)(=O)c2ccc(NC(=O)C(C)Sc3ccc(Cl)cc3)cc2)c(C)c1 (centres undefined)	.	63	47	2	3	-1	15	-45	-1.5	-5
CC(C)C(NC(=O)c1ccccc1NC(=O)c1ccco1)C(=O)O (centres undefined)	3	105	98	0	-9	1	25	-25	-1.0	-1
O=C(NC1CCCCC1)C(=O)c1c(-c2ccccc2)[nH]c2ccccc12	9	87	95	10	5	8	4	-7	-1.6	.
COc1cccc(NC(=O)CCP(C)(=O)O)c1	8	88	90	-4	-11	3	10	-3	-0.1	2
O=S(=O)(c1ccccc1)n1ccc(-c2cnc(-c3ccccc3)s2)n1	28	107	108	3	0	4	28	-79	0.6	.
O=C1C2CC=CCC2C(=O)N1c1n[nH]c(CCc2ccccc2)n1 (centres undefined)	1	89	91	-17	-22	5	21	-5	-1.5	-3
Cc1cc(C(=O)Nc2cnn(Cc3ccc(Cl)cc3Cl)c2)no1	-33	83	76	-12	6	-1	6	-37	-1.9	.
COc1ccc(C2CC(c3ccccc3)=NN2C(=O)COC(=O)c2cccc(S(=O)(=O)N(C)C)c2)cc1 (centres undefined)	.	80	80	-8	0	2	15	-16	-2.7	-1
CCOC(=O)N1CCN(C(=O)c2ccc3c(SCC(=O)O)c4c(nc3c2)CCC4)CC1	.	106	97	-2	-10	-1	13	-27	-0.7	0
Cc1ccc(S(=O)(=O)N2CCCC2C(=O)Nc2nc3ccccc3s2)cc1 (centres undefined)	8	76	67	13	-5	-1	4	-27	-0.6	0
CCN(CC)C(=O)c1sc(NC(=O)c2ccncc2)c(C(=O)OC)c1C	.	97	97	-2	12	0	6	-17	-1.9	-9
COC(=O)c1ccc(OCC(=O)c2ccc(O)cc2O)cc1	5	87	82	6	-5	1	5	-24	-3.5	-1
O=C(CSc1ccc(-c2ccc(F)cc2)nn1)N1CCN(c2ccccc2)CC1	-45	88	86	-10	3	2	11	-22	-3.1	-8
O=C(Nc1cccc(Br)c1)c1ccn[nH]1	.	100	96	-1	-8	0	5	-24	1.6	1
Cc1nc2c(=O)[nH]c(=S)n(C)c2nc1C	-12	101	104	2	6	3	6	-13	-3.5	-3
Cn1c(NCCN2CCOCC2)nc2c1c(=O)n(Cc1cccc(Cl)c1)c(=O)n2C	.	96	89	-4	-13	-1	3	-42	-0.1	2
COc1cccc(C(c2nnnn2CS(=O)(=O)c2ccc(C)cc2)N2CCN(C)CC2)c1OC (centres undefined)	-9	95	97	-1	2	1	14	-31	-3.8	-1
Clc1cccc(-c2nnc(-c3ccccc3)o2)c1	-9	2.4*	7	3	-22	10	8	-20	-2.3	-2
CC1(C)CC(=O)C(C2NCCc3ccccc32)=C(O)C1 (centres undefined)	8	106	89	2	1	1	-1	-39	-1.2	-1
O=C(O)c1nc2ccccc2nc1C(=O)O	.	91	98	15	-8	3	32	-32	-0.4	0
CCN(Cc1ccccc1)C(=O)Cn1cnc2c1c(=O)n(C)c(=O)n2C	.	78	83	-8	-19	1	9	-19	-2.2	-3
Cc1cc(=O)n2nc(N3CCC(C(=O)NCCc4ccccc4)CC3)sc2n1	.	80	85	-13	-28	3	12	-7	-4.5	1
COc1cc2c(cc1OC)CN(C(=O)c1ccccc1C(=O)O)CC2	12	113	111	2	-10	4	60*	-19	-2.6	.
CCCCOc1cccc(C(=O)NC(=S)Nc2cccnc2)c1	4	83	100	4	-5	2	7	2	-3.9	-3
OC(CN1C2=NCCCN2c2ccccc21)c1ccc(Br)cc1 (centres undefined)	13	85	69	8	-1	11	5	-14	-4.4	0
CC1(C)C(c2ccccc2)=NC(c2ccc(F)cc2)N1O (centres undefined)	9	99	100	8	-8	1	5	-4	0.3	.
COc1cc(Nc2nnc(C)s2)c(Cl)cc1Cl	3	116	102	3	-15	1	4	-58	-0.5	-1
Cc1ccc(NC(=O)C2CCN(S(=O)(=O)c3cnc[nH]3)CC2)nc1	-29	98	102	11	2	1	14	-27	-0.7	-1
O=S(=O)(c1ccc2c(c1)OCCO2)N(Cc1ccc(F)cc1)Cc1nnc(-c2cccs2)o1	-18	71	78	-8	-14	14	5	-66	-1.0	.
CC(C)c1nc2ccccc2n1CCC(=O)O	11	102	95	7	-7	3	5	7	-1.0	-1
O=C(Nc1ccc(Oc2ccc(NC(=O)c3ccco3)c(NC(=O)c3ccco3)c2)cc1)c1ccco1	.	88	88	-7	-4	3	3	-56	-1.8	4
Cc1ccccc1C(=O)c1c[nH]c(C(=O)NCc2ccco2)c1	-35	79	80	12	-6	5	6	-23	-0.8	.
O=C(CCn1c(=O)[nH]c2ccccc2c1=O)NCCCN1CCN(c2cccc(Cl)c2)CC1	-16	46	64	-2	-5	4	8	-14	-3.6	-1
CC/C(=N/Nc1ccccc1)c1cnnc(SC)n1	-21	90	92	1	-8	1	6	-39	-2.0	.
CCOC(=O)Cc1csc(NC(=O)CSc2nc(N)c3c(C)c(C)sc3n2)n1	6	87	97	-2	-2	6	7	-33	-2.8	.
CCOC(=O)c1c(CN2CCOCC2)n(-c2ccccc2)c2cc(Br)c(OC)cc12	7	41	30	-21	-12	10	0	-38	-2.2	1
COc1cc(OC)c(OC)cc1/C=C/C(=O)c1ccc(NS(=O)(=O)c2ccc(C)cc2)cc1	.	33	30	31*	4	1	3	-43	-5.0	-4
CCSc1nnc(CNC(=O)C23CC4CC(CC(C4)C2)C3)n1Cc1ccccc1	8	99	111	0	-7	3	3	-3	-0.6	-10
CCN1C(=O)C(Cc2nc3ccccc3c(=O)n2-c2ccccc2)c2ccccc21 (centres undefined)	.	96	95	-2	21	23*	15	-4	-3.5	.
CC(NC(=O)c1ccc(Cn2cc([N+](=O)[O-])cn2)o1)c1ccccc1 (centres undefined)	-5	92	86	2	-23	4	6	-68	-1.6	.

One compound at a time, from the list above. Order of values: E-sel TNF inh	HCT116 bCat-KO	HCT116 PTEN-null	GALR2 blocker	Yeast lifespan up	NPY-Y2 antag	Measles CPE	BB579 growth dn	MRP1 act	Phagocyt inh
`O=C(CCn1c(=O)[nH]c2ccccc2c1=O)NCCCN1CCN(c2cccc(Cl)c2)CC1` is listed with -16	46	64	-2	-5	4	8	-14	-3.6	-1
`CC/C(=N/Nc1ccccc1)c1cnnc(SC)n1` is listed with -21	90	92	1	-8	1	6	-39	-2.0	.

(cont.)
Molecule	E-sel TNF inh	HCT116 bCat-KO	HCT116 PTEN-null	GALR2 blocker	Yeast lifespan up	NPY-Y2 antag	Measles CPE	BB579 growth dn	MRP1 act	Phagocyt inh
Cc1ccccc1OCC(=O)NC(=S)Nc1ccc(Br)c(C)n1	13	96	89	-2	-11	2	4	-2	0.1	-4
Cc1ccc(C(=O)NCCCCNC(=O)c2ccc(C)o2)o1	24	98	95	6	-3	3	5	-28	-1.5	0
CCOC(=O)c1cc(NC(=O)N(CC)C2CCCCC2)c(C)nc1C	-5	105	89	12	-3	-2	6	-21	-2.6	-2
C=CCn1c(=O)c2ccccc2n2c(SCC(=O)NCCc3ccccc3)nnc12	.	85	90	5	11	3	8	-27	-0.9	-1
Cc1occc1-c1nnc(SCC(=O)N2CCN(c3ccccc3)CC2)n1C	0	91	81	-5	-4	-1	4	-18	-3.3	-2
Cc1cccc(NC(=O)CN(C)S(=O)(=O)c2ccc(Br)cc2)n1	26	81	90	-8	5	0	23	-16	-2.5	0
CCC(CC)C(=O)Nc1cc([N+](=O)[O-])ccc1Cl	48	87	93	12	-3	5	3	-26	-2.4	-11
CS(=O)(=O)c1ccc2nc(NC(=O)c3cccc(NS(=O)(=O)c4ccc(F)c(F)c4)c3)sc2c1	-3	84	83	8	10	-2	5	-28	-3.8	-5
COc1cccc(NC(=O)N2CCN(c3cccc(C)c3C)CC2)c1	-55	80	70	-5	-12	0	6	-28	-1.1	.
C/C(CC(=O)NCCCN1CCOCC1)=N\NC(=O)COc1ccc(Cl)cc1	30	92	95	7	-13	2	18	-25	0.4	.

Three entries picked at random from those above:
Molecule	E-sel TNF inh	HCT116 bCat-KO	HCT116 PTEN-null	GALR2 blocker	Yeast lifespan up	NPY-Y2 antag	Measles CPE	BB579 growth dn	MRP1 act	Phagocyt inh
C/C(CC(=O)NCCCN1CCOCC1)=N\NC(=O)COc1ccc(Cl)cc1	30	92	95	7	-13	2	18	-25	0.4	.
CS(=O)(=O)c1ccc2nc(NC(=O)c3cccc(NS(=O)(=O)c4ccc(F)c(F)c4)c3)sc2c1	-3	84	83	8	10	-2	5	-28	-3.8	-5
Cc1occc1-c1nnc(SCC(=O)N2CCN(c3ccccc3)CC2)n1C	0	91	81	-5	-4	-1	4	-18	-3.3	-2

The list goes on:
Molecule	E-sel TNF inh	HCT116 bCat-KO	HCT116 PTEN-null	GALR2 blocker	Yeast lifespan up	NPY-Y2 antag	Measles CPE	BB579 growth dn	MRP1 act	Phagocyt inh
Cc1ccc(C(O)c2nccn2C)o1 (centres undefined)	-3	96	89	7	-1	-1	4	-30	-4.0	1
CCOC(=O)CSc1nc2ccc(NC(=O)CSc3nnnn3Cc3ccccc3)cc2s1	-32	99	94	-3	.	-3	9	-40	-2.9	.
CC1(C)CC(=O)C2=C(C1)OC(N)=C(C#N)C2c1ccccc1OC(=O)N1CCOCC1 (centres undefined)	-8	90	105	3	-2	0	26	-13	-0.3	-1
O=C(O)CSCC(=O)Nc1cc(C(F)(F)F)ccc1Cl	-29	112	101	-7	-17	1	15	-33	-2.5	0
Cc1nn2c(-c3cccnc3)ccnc2c1-c1ccccc1	.	83	88	5	-4	1	15	-11	-2.3	-2
COc1ccc(OC)c2[nH]c(=O)c(CCNC(=O)C(C)C)cc12	.	103	97	4	1	0	14	19	2.0	0
Cc1ccc2nsnc2c1S(=O)(=O)N1CCN(C(=O)C2CCCO2)CC1 (centres undefined)	.	82	73	7	6	2	3	-5	-4.5	-4
COc1cccc(NC(=O)c2ocnc2C)c1	.	93	90	0	-10	3	18	-42	-1.8	4
O=C(CCc1nc2ccccc2[nH]1)Nc1ccc(F)cc1	7	99	106	8	-1	-1	7	-32	0.5	-2

Structures from the list above containing a nitro group on carbon, in the order listed:
Molecule	E-sel TNF inh	HCT116 bCat-KO	HCT116 PTEN-null	GALR2 blocker	Yeast lifespan up	NPY-Y2 antag	Measles CPE	BB579 growth dn	MRP1 act	Phagocyt inh
CC(NC(=O)c1ccc(Cn2cc([N+](=O)[O-])cn2)o1)c1ccccc1 (centres undefined)	-5	92	86	2	-23	4	6	-68	-1.6	.
CCC(CC)C(=O)Nc1cc([N+](=O)[O-])ccc1Cl	48	87	93	12	-3	5	3	-26	-2.4	-11
